# Screens as filed in PubChem.
# UBC13 inh = UBC13 polyubiquitin chain formation inhibitors, primary screen, biochemical, TR-FRET, uHTS; inhibition, % at 20 µM; 330,000 tested, 0.47% active; in the data active = inhibition above about 45%, passing the limit was not always enough
# Target sequence (P61088 whole entry, looked up): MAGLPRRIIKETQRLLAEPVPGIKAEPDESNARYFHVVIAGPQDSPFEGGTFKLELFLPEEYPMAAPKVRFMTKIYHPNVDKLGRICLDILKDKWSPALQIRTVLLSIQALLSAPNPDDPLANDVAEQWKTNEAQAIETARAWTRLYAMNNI
# CXCR6 block = CXCR6 receptor inhibitors, primary screen, cell-based, beta-arrestin, luminescence, CHO-K1 PathHunter, 1536-well | inhibition, % at 20 µM | 360,000 tested, 0.36% active; in the data active = inhibition above about 34%, passing the limit was not always enough;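 also: antagonist mode with CXCL16 agonist at 10 nM final; 0% = 10 nM CXCL16 with DMSO and 100% = unstimulated wells without agonist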
# Target sequence (O00574 whole entry, looked up): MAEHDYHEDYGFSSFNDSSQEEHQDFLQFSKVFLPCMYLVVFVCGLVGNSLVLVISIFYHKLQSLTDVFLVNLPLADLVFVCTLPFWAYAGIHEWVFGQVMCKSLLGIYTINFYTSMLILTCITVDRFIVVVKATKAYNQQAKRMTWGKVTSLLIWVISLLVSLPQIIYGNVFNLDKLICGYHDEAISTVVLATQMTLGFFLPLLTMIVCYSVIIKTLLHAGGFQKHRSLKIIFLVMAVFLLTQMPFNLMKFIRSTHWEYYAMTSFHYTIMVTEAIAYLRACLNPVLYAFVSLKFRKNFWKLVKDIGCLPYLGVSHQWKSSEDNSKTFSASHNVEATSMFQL
# APJ antagonist = antagonists of human apelin receptor APJ, primary screen, CHO-K1 cells, beta-arrestin complementation, luminescence. AID 2521, 2010. 330,000 tested, 0.32% active. inhibition, % at 20 µM;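 active = inhibition above about 40% at 20 µM, limit read from the data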;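 also: cells challenged with 10 nM apelin-13 agonist together with compound; plate controls were apelin-13 plus DMSO wells for no effect and DMSO wells lacking apelin-13 for full effect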
# Jurkat NFkB inh = inhibitors of induced NF-kB luciferase reporter, primary screen, TCR NF-kB activation inhibitor project, cell-based, luminescence, uHTS; Jurkat, PMA/ionomycin-induced NF-kB luciferase reporter; inhibition, % at 4 µM; 330,000 tested, 0.53% active; AID 435003, 2010; in the data active = inhibition above about 50%
# Gli-Sufu antag = Gli-Sufu pathway antagonists, primary screen, luciferase luminescence, Sufu-KO-LIGHT cells, uHTS | AID 588413, 2011 | inhibition, % at 5 µM | 340,000 tested, 0.74% active | Sufu-KO-LIGHT fibroblasts, Gli luciferase reporter luminescence;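 active = inhibition above about 55%, limit read from the data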;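 also: 0% = DMSO-treated cells and 100% = wells with medium but no cells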
# EBI2 block = EBI2 receptor antagonists, beta-arrestin recruitment, primary screen, cell-based, luminescence, 7a,25-OHC stimulation, uHTS | G-protein coupled receptor 183 (Homo sapiens), P32249 | 7a,25-OHC stimulated | inhibition, % at 5 µM | 360,000 tested, 0.81% active; in the data active = inhibition above about 38%;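 also: enzyme fragment complementation signal reports receptor beta-arrestin coupling in cells; 0% = agonist plus DMSO wells and 100% = wells without agonist; some results beyond the cut were filed as inactive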
# Target sequence (P32249 whole entry, looked up, the tested form may be a part): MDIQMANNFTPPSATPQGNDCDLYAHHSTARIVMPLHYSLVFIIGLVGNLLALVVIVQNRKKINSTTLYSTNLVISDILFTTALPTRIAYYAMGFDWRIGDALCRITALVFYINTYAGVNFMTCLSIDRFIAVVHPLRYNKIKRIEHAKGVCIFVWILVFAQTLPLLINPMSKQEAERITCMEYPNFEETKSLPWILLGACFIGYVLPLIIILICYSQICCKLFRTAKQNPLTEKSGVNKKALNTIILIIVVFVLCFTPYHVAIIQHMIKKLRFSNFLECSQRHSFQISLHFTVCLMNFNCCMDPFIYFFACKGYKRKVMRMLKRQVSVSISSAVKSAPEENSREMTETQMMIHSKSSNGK
# CCR6 antag = CCR6 receptor antagonists, primary screen, cell-based, CHO-K1, luminescence, beta-arrestin, uHTS; C-C chemokine receptor type 6 (Homo sapiens), P51684; CHO-K1 CCR6 PathHunter beta-arrestin, CCL20-stimulated; inhibition, % at 20 µM; 340,000 tested, 0.49% active; AID 493098, 2011;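 active = compounds whose inhibition of the agonist-driven luminescence signal at 20 µM reaches about 50%, limit read from the data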;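 also: cells stimulated with CCL20 at 14 nM final; plate controls were DMSO with CCL20 for no effect and DMSO without agonist for full effect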
# 697 NFkB inh = inhibitors of PMA/ionomycin-induced NF-kB reporter, 697 cells, primary screen, B-cell NF-kB inhibitor project, cell-based, luminescence, uHTS; 697 B-cell NF-kB luciferase reporter, 16 h; inhibition, % at 4 µM; 330,000 tested, 0.33% active; in the data active = inhibition above about 35%
# Active calls of the source: *; · = no result given.
SMILES,UBC13 inh,CXCR6 block,APJ antagonist,Jurkat NFkB inh,Gli-Sufu antag,EBI2 block,CCR6 antag,697 NFkB inh
COc1cc(NC(=O)COC(=O)CNC(=O)c2ccc(C)s2)cc(OC)c1,6,-7,-1,3,-3,0,21,11
O=C(Cc1ccsc1)OCC(=O)c1ccccc1,-8,-5,9,-5,4,-1,4,-10
O=S(=O)(Nc1cc(Cl)ccc1-n1cncn1)c1cc(Br)ccc1Br,-12,-14,-41,7,22,-16,-19,-5
O=C(Nc1ccccc1Cl)c1ccc(S(=O)(=O)NCC2CCCO2)cc1 (stereo not drawn),6,-3,0,5,15,-9,3,17
C=CCNC(=S)NNC(=O)c1ccc(OCC)cc1,-8,-2,19,0,-14,5,13,-6
COc1cc(C=O)ccc1OCCOCCOc1cc(C)ccc1Cl,-2,0,15,5,6,4,6,-1
CCc1ccc2nc3nc(C)cc(C)c3c(N)c2c1,-15,4,-6,-37,-2,-11,15,-10
C[C@H]1CC[C@H]2C(=O)N[C@H](Cc3ccccc3)C(=O)N2[C@@H]1c1ccccc1,21,·,7,5,22,·,-3,14
CC(C)(C)OC(=O)N[C@H](Cc1ccccc1)C(=O)N1CCC(C(=O)O)CC1,0,4,9,0,1,4,-8,-5
COc1cc(CC(=O)OCC(=O)NCCc2ccc(S(N)(=O)=O)cc2)cc(OC)c1OC,6,-9,-6,3,-11,-9,-1,13
CN(CC(=O)Nc1cccc(F)c1)C(=O)C1(c2ccccc2)CC1,-15,6,-40,-1,3,-9,2,21
Cc1cccc(Nc2c3c(nc4ncnn24)CCC3)c1,4,6,4,-6,-1,-11,-1,5
CCOC(=O)c1sc(NC(=O)CSc2nccn2C)nc1C,7,11,11,-13,-42,8,10,-34
COC(=O)c1ccc(NC(C)C(=O)OC)c([N+](=O)[O-])c1 (stereo not drawn),-11,11,-5,6,-4,-19,14,-21
CCCOc1ccc(CN(CCO)CCO)cc1C(=O)OC,-14,7,11,-10,2,-1,10,-7
N#CC1=C(N)n2c(s/c(=C\c3cccs3)c2=O)=C(C#N)C1c1cccs1 (stereo not drawn),-54,3,5,0,-3,4,14,6
NC(=O)C[n+]1ccc(/C=N/O)cc1,-9,6,18,-14,4,-5,0,-22
Cc1ccc(CNC(=O)C2CCC(=O)N2Cc2ccccc2Cl)cc1 (stereo not drawn),3,-6,-11,-25,-1,-7,-4,-8
O=C(COC(=O)c1ccc(O)cc1)Nc1cc(S(=O)(=O)N2CCOCC2)ccc1Cl,-10,5,-4,9,-14,-3,20,3
COc1ccc(S(=O)(=O)Nc2ccc(S(=O)(=O)N3CCCCC3)cc2)cc1OC,-22,0,-5,-13,4,-6,4,-1
C/C(=N\NC(=O)C1CC1)c1ccc(N2CCOCC2)cc1,-6,-2,-4,-11,-8,2,-7,-11
COc1ccc(C(=O)N2CCN(c3cccc(Cl)c3)CC2)c(OC)c1,-3,-2,9,32,12,8,3,3
CSCCC(NC(=O)c1ccco1)C(=O)NCC(c1ccccc1)N(C)C (stereo not drawn),17,-2,5,-2,5,6,-4,12
COc1ccc(NC(=O)Cc2c(F)c(F)c(F)c(F)c2F)cc1OC,-6,9,5,-14,4,-5,3,18
CC(C)(C)OC(=O)CN1c2cccc3cccc(c23)S1(=O)=O,9,4,13,2,7,1,6,1
Cc1ccc(NC(=O)COC(=O)c2ccc(S(=O)(=O)N3CCCCC3)cc2)cc1,-14,-4,11,4,6,-19,9,12
COc1cc2c(cc1OC)C(c1ccc(Br)cc1)NCC2 (stereo not drawn),3,-3,19,17,2,-2,9,-16
Cc1c(-c2nc(-c3ccncc3)no2)cccc1[N+](=O)[O-],-7,1,8,-11,-1,9,2,-9
CC(Sc1nc2ccccc2c(=O)n1C)C(=O)Nc1ccc2c(c1)OCCO2 (stereo not drawn),20,6,-36,30,33,-11,9,-65
CCCCN1Cc2cc(C(=O)c3cc(OC)ccc3O)cnc2NC1=O,-2,2,9,15,-12,-1,21,19
CCN(CC)S(=O)(=O)c1cccc(C(=O)OCC(=O)NC(C)c2ccccc2)c1 (stereo not drawn),2,-1,2,-3,2,-3,-6,10
O=C(COc1cccc(C(F)(F)F)c1)Nc1cccnc1,4,-1,-21,-19,-3,7,-1,-8
CCCCn1c(=N)n(CC(=O)O)c2ccccc21,-2,-3,-11,-13,11,1,7,-3
CCCSC1=C(C#N)C(c2ccc(OC)cc2)C2=C(CC(C)(C)CC2=O)N1 (stereo not drawn),3,-6,8,12,4,-2,17,10
COc1ccc(N(CC(=O)NC2CCCCC2)C(=O)CNC(=O)c2ccco2)c(OC)c1,-4,-1,1,11,5,2,4,-9
Cc1ccc(NC(=O)NC(=O)CSc2nnnn2C)c(C)c1,-7,4,2,1,-5,1,-12,3

# Some of these compounds in order of their number in Jurkat NFkB inh, rising:
compound | UBC13 inh | CXCR6 block | APJ antagonist | Jurkat NFkB inh | EBI2 block | CCR6 antag | 697 NFkB inh
CCCOc1ccc(CN(CCO)CCO)cc1C(=O)OC | -14 | 7 | 11 | -10 | -1 | 10 | -7
O=C(Cc1ccsc1)OCC(=O)c1ccccc1 | -8 | -5 | 9 | -5 | -1 | 4 | -10
CCCCN1Cc2cc(C(=O)c3cc(OC)ccc3O)cnc2NC1=O | -2 | 2 | 9 | 15 | -1 | 21 | 19

# Other results.
SMILES,UBC13 inh,CXCR6 block,APJ antagonist,Jurkat NFkB inh,Gli-Sufu antag,EBI2 block,CCR6 antag,697 NFkB inh
CN1CCc2c(sc(/N=C/c3cc(C(C)(C)C)ccc3O)c2C#N)C1,-3,-2,24,-1,4,8,6,8
C/C(=N/N1CCN(Cc2ccccc2)CC1)c1ccc(Br)cc1,5,6,9,17,50,1,28,15
CN(C)/N=C/C=C1\CC/C(=C\c2ccc(F)c(F)c2)C1=O,-76,10,20,-6,1,6,30,-14
O=C1c2ccccc2C(=O)N1Cc1cc(-c2ccccc2Cl)no1,7,3,10,1,-8,-2,14,9
C[C@@H](C(=O)OCC(=O)c1ccc(F)c(F)c1)N1C(=O)C2CCCCC2C1=O (stereo partly drawn),-7,-5,11,-10,6,-11,8,11
CN(CC(=O)Nc1ccccc1Cl)C(=O)CSC(=S)N1CCCC1,3,2,-1,10,-4,-5,-1,7
CCOC(=O)CN(C(=O)CSc1nnc(-c2ccncc2)n1CCCOC)c1ccccc1,-11,5,-2,-11,5,-3,12,7
O=C(NCc1ccccc1F)Nc1ccc([N+](=O)[O-])cc1,0,4,20,-10,-6,-6,24,9
Cc1cccc(NNC(N)=S)c1,12,-4,-16,5,11,8,1,14
CCN(CC)C(=O)CSc1nc2c(sc(=S)n2-c2ccccc2)c(=O)n1Cc1ccco1,-11,14,5,5,9,57*,27,-26
O=c1[nH]c2cc(Cl)c(Cl)cc2o1,·,0,·,·,4,1,-7,·
O=C(Cn1ccc2ccccc2c1=O)NCCC(=O)Nc1ccc2c(c1)OCCO2,5,-10,9,-3,1,-7,-19,9

# By substructure, the entries above containing fluorine.
SMILES,UBC13 inh,CXCR6 block,APJ antagonist,Jurkat NFkB inh,Gli-Sufu antag,EBI2 block,CCR6 antag,697 NFkB inh
CN(CC(=O)Nc1cccc(F)c1)C(=O)C1(c2ccccc2)CC1,-15,6,-40,-1,3,-9,2,21
COc1ccc(NC(=O)Cc2c(F)c(F)c(F)c(F)c2F)cc1OC,-6,9,5,-14,4,-5,3,18
O=C(COc1cccc(C(F)(F)F)c1)Nc1cccnc1,4,-1,-21,-19,-3,7,-1,-8
CN(C)/N=C/C=C1\CC/C(=C\c2ccc(F)c(F)c2)C1=O,-76,10,20,-6,1,6,30,-14
C[C@@H](C(=O)OCC(=O)c1ccc(F)c(F)c1)N1C(=O)C2CCCCC2C1=O (stereo partly drawn),-7,-5,11,-10,6,-11,8,11
O=C(NCc1ccccc1F)Nc1ccc([N+](=O)[O-])cc1,0,4,20,-10,-6,-6,24,9

# The listing picks up with the two entries that preceded the break.
SMILES,UBC13 inh,CXCR6 block,APJ antagonist,Jurkat NFkB inh,Gli-Sufu antag,EBI2 block,CCR6 antag,697 NFkB inh
O=c1[nH]c2cc(Cl)c(Cl)cc2o1,·,0,·,·,4,1,-7,·
O=C(Cn1ccc2ccccc2c1=O)NCCC(=O)Nc1ccc2c(c1)OCCO2,5,-10,9,-3,1,-7,-19,9
O=C(CN1C(=O)NC(c2ccccc2)(c2ccccc2)C1=O)Nc1ccc2[nH]c(=O)[nH]c2c1,19,3,1,2,7,12,-3,-3
N#CC1(NC(=O)CSc2nnc(-c3ccccc3F)n2N)CCCCC1,-1,-4,16,16,-6,-5,3,11
Cc1ccc(OCCCC(=O)Nc2nc3ccccc3[nH]2)cc1,8,7,8,-2,20,0,10,5
O=S(=O)(NN=C1CCCCCC1)c1ccccc1,2,1,8,5,2,-1,-7,19
C[C@@H](O)C1NC(=O)[C@H](CCCCN)NC(=O)c2cc([N+](=O)[O-])cc(I)c2OCC[C@@H](C(N)=O)NC1=O (stereo partly drawn),-1,-6,9,-9,-4,-5,-6,-21
O=C(NCCc1ccccc1)C1CCC(=O)N1C1CCCC1 (stereo not drawn),7,10,1,-14,-2,-5,11,-2
Cc1noc(COc2ccccc2OCC(N)=O)n1,0,-20,15,-4,4,-7,12,-3
O=C(C(=O)N1CC=C(c2ccccc2)CC1)c1c[nH]c2ccccc12,9,-8,-7,5,-7,5,-28,-23
COc1ccc(C2C(C(C)=O)=C(O)C(=O)N2c2ccc(C)cc2)cc1 (stereo not drawn),-6,-9,13,-28,-4,0,2,-42
COc1cccc(NC(=O)CCS(=O)(=O)c2ccc3c(c2)oc(=O)n3C)c1,-4,-3,16,20,51,-3,9,-8
OCC(CO)(CO)NCc1ccc(-c2ccccc2)cc1,-3,1,8,-10,0,-1,-3,5
CCOC(=O)C1=C(COC(=O)CCOc2ccccc2)NC(=O)NC1C (stereo not drawn),-4,-2,-2,-3,-1,-8,-1,7
COc1ccc(Cl)cc1C(=O)N1CCN(Cc2ccc3c(c2)OCO3)CC1,-11,1,15,-5,5,-12,4,-31
c1ccc(-c2nc(Sc3ncnc4c3cnn4-c3ccccc3)n[nH]2)cc1,9,·,6,0,·,·,·,4
CC(C)CCN1C(Nc2ccccc2)=NC[C@@H]1C,-6,4,8,-12,5,-8,15,-24
CCOC(=O)CCNCC1COc2ccccc2O1 (stereo not drawn),2,2,-5,12,-3,-6,-6,14
C#CCOCCOCCOCCNc1nc(N2CCN(C(=O)Cn3cc(CCCCN)nn3)CC2)nc(N2CCN(C(=O)[C@H](CCCCN)n3cc(CCC(=O)O)nn3)CC2)n1,4,-4,8,8,0,-13,0,13
COCCCNC(=O)CC(C)c1ccccc1 (stereo not drawn),-11,-6,-8,6,-4,-15,2,-1
COC(=O)Cn1cc(/C=N/NC(=O)COc2cccc3cccnc23)c2ccccc21,4,4,23,6,2,8,-1,-6
CCCCCCC(=O)Nc1ccc(Br)cn1,7,-2,-7,0,-22,6,7,13
